CRFR2-BP antag: CRF-BP/CRF-R2 complex antagonism | inhibition, % at 11.8 µM | HEK293 CRF-R2/CRF-BP, CRF-induced calcium fluorescence | 0.59% of 350,000 active | AID 588475;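 active = inhibition of the ligand-induced calcium signal above about 50% at the single tested concentration, limit read from the data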
CHRM4 PAM: potentiates acetylcholine response at human M4 receptor | P08173 | CHO-K1 hM4/Gqi5, Fluo-8 calcium fluorescence, ACh EC20; 0% = ACh EC20, 100% = maximal ACh | activation, % at 3 µM | 0.4% of 360,000 active;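 active = activation above its plate's cutoff, the mean activation of sample wells plus 3 SD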; note: some results filed as inactive read as strong as hits
CHRM5 agonist: CHRM5 agonism in calcium assay | P08912 | CHO-K1 hM5 cells, Fluo-8 calcium fluorescence; 0% DMSO wells, 100% maximal acetylcholine response | activation, % at 3 µM | 0.19% of 360,000 active;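 active = activation above the run's mean over test compounds plus 3 SD, cut at about 23% in these data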;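 note: signal is peak over basal fluorescence ratio across the kinetic read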
CHRM5 PAM: CHRM5 positive allosteric modulation; P08912; CHO-K1 hM5, Fluo-8 calcium, ACh EC20 PAM; 0% = ACh EC20, 100% = ACh EC100; activation, % at 3 µM; 0.3% of 360,000 active; AID 624038;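 active = activation above the run cutoff, the mean activation of all test compounds plus 3 SD, cut at about 18% in these data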
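Replicates: One well per compound, no replicates | System: Human M5 receptor in CHO-K1 cells | Benchmarks: Low control EC20 acetylcholine (0%), high control EC100 acetylcholine (100%) | Probe or stimulus: Acetylcholine, EC20 level | Times: Fluo-8 loading 80 min at 37 °C plus 30 min room temperature | Signal: Intracellular calcium via Fluo-8 fluorescence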
M4 ag: CHRM4 agonism in calcium assay | P08173 | CHO-K1 hM4/Gqi5, Fluo-8 calcium fluorescence; vehicle 0%, full acetylcholine response 100% | activation, % at 3 µM | 0.14% of 360,000 active;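 active = activation above the run mean over all test wells plus 3 SD, cut at about 32% in these data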;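 note: peak over basal fluorescence ratio per well then scaled between controls; 0% = DMSO wells and 100% = acetylcholine at EC100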
M4 antag: CHRM4 antagonism in calcium assay | CHO-hM4 cells, ACh EC80, Fluo-8 calcium fluorescence | P08173 | 0.73% of 360,000 active | inhibition, % at 3 µM;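 active = inhibition above its plate's cutoff, the mean inhibition of sample wells plus 3 SD, cut at about 27% in these data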;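 note: 0% = acetylcholine EC80 with DMSO and 100% = DMSO without agonist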
IDE cell inh: inhibitors of human insulin-degrading enzyme in cells | 0.41% of 320,000 active | inhibition, % at 5.59 µM | HEK cells, FAbetaB cleavage, fluorescence polarization | P14735 | AID 434962;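 active = percent inhibition above the average of all tested compounds plus 3 SD, set per screening campaign, cut at about 16% in these data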;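 note: IDE supplied by intact live HEK cells; FP after avidin binding of uncleaved biotin substrate so inhibition keeps polarization high; 0% = DMSO wells and 100% = 60 µM reference IDE inhibitor Ii1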
Target sequence (P14735 whole entry, looked up): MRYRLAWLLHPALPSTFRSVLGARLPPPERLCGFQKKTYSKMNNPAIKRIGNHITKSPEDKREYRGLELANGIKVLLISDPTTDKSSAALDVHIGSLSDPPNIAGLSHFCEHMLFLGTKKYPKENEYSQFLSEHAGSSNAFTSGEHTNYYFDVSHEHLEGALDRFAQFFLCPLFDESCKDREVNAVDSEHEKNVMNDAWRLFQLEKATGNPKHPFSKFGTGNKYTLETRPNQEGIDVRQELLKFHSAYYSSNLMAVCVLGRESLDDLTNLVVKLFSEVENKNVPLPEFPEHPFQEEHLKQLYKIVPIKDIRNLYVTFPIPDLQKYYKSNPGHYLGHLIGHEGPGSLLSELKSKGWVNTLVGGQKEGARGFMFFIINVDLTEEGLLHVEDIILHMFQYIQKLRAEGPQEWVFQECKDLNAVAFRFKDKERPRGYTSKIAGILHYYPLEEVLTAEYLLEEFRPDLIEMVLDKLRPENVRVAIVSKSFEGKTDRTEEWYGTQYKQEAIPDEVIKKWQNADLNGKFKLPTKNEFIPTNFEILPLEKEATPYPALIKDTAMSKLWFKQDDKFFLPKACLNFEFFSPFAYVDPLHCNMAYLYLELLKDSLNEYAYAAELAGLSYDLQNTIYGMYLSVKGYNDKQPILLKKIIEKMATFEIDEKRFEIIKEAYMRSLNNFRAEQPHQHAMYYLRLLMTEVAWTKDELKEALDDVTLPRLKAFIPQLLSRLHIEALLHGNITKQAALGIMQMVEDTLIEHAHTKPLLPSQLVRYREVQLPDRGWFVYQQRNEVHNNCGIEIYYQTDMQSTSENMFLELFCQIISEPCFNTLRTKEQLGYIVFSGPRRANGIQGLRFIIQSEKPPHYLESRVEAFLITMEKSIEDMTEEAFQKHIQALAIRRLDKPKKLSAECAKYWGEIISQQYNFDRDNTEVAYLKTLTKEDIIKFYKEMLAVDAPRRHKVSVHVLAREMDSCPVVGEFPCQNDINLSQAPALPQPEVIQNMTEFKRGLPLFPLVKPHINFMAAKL
CRFR2-BP ag: agonists of human CRF-binding protein/CRF-R2 receptor complex; HEK293 CRF-R2/CRF-BP, calcium dye fluorescence (FLIPR); percent of saturating CRF peptide response; activation, % at 13.2 µM; 0.46% of 350,000 active;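 active = activation of at least 50%, plus an integration ratio under a set limit after plate pattern correction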;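 note: plate controls were neutral control wells without compound for no effect and CRF at EC100 for full effect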
CHRM5 antagonist: CHRM5 antagonism in calcium assay; CHO-hM5 cells, Fluo-8 calcium fluorescence, ACh EC80; inhibition, % at 3 µM; 0.59% of 360,000 active;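 active = inhibition above a per-plate cutoff, the mean of that plate's test compounds plus 3 SD, cut at about 27% in these data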;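 note: 0% = acetylcholine EC80 with DMSO and 100% = DMSO without agonist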
Numbers without * were called inactive; . = not tested or not shown. This is a random part of the collection; overall some 2.9% were active at least once.

Compound	CHRM4 PAM	CHRM5 agonist	CHRM5 PAM	CHRM5 antagonist	IDE cell inh	CRFR2-BP antag	M4 antag	CRFR2-BP ag	M4 ag
Cc1cc(C)nc(Nc2nc3ccccc3o2)n1	-6.2	-3.2	-8.7	15.1	-2.8	-3.9	-9.8	-0.6	0.4
CCOc1ccc(S(=O)(=O)N(C)c2ccc(OCC(=O)Nc3ccc4[nH]c(=O)[nH]c4c3)cc2)cc1	-3.9	-2.2	-3.9	-0.8	0.8	0.9	7.5	2.0	1.3
Cn1cnnc1SC1c2cccc3cccc(c23)C1NS(=O)(=O)c1ccc(Cl)cc1 (stereo unspecified)	9.1	-0.2	-6.4	4.3	3.6	-18.3	-8.8	1.4	6.9
CCCC(=O)Nc1ccc(C#Cc2ccccc2)cc1	2.8	-2.9	-13.3	12.8	6.8	13.2	-11.8	1.6	0.9
CCOc1ccc2nc(COC(=O)c3cccc([N+](=O)[O-])c3)c(C(C)=O)[n+]([O-])c2c1	-2.5	-1.7	-1.0	7.1	-0.3	9.3	9.7	1.4	0.5
O=C(CCc1nc(-c2ccccc2Cl)no1)NC1CCCC1	-3.5	-2.5	-6.5	6.4	6.1	-1.5	5.2	0.3	1.0
Cc1ccc(SC[C@H](Cc2ccccc2)N2CCN(CC(C)C)CCC2=O)cc1	2.2	-6.7	-6.6	11.8	-0.2	-5.3	-6.0	1.7	4.4
CCNC(=O)C1CC(=O)OC12CCCCC2 (stereo unspecified)	3.8	-5.5	17.7	-4.3	-1.9	9.2	0.4	4.7	0.2
COc1ccccc1C(=O)NC(=O)COC(=O)C1CC1C (stereo unspecified)	11.6	-2.2	3.8	8.2	-1.4	21.0	-9.6	-0.9	0.1
O=C(Nc1ccc(S(=O)(=O)NC2CCCCC2)cc1)c1ccc(Br)o1	-8.4	-1.8	-9.0	-0.7	1.4	-20.2	7.9	-1.8	3.8
COc1ccc(CCNC(=S)NC(=O)c2cccc([N+](=O)[O-])c2)cc1OC	5.5	1.1	-5.4	-2.9	-6.2	-18.5	-4.1	-12.1	2.6
COCc1cc(=O)[nH]c(N2CCN(c3ccccc3OC)CC2)n1	4.0	4.0	-1.7	10.1	.	2.6	-4.3	-0.9	-0.4
Cc1cc(C)c(N=Cc2c(O)n(-c3nccs3)c(=O)c3ccccc23)c(C)c1	12.9	-1.6	0.8	-0.7	0.3	-14.2	-2.7	-0.4	0.5
O=C(CN1CCCC1)OCCCC1CCCCC1	-10.2	-6.5	2.7	4.2	2.0	-6.3	-1.2	0.7	-0.3
CC(OC(=O)C1CC1)C(=O)Nc1cc(C(F)(F)F)ccc1Cl (stereo unspecified)	-4.7	-2.7	1.6	8.2	1.9	-0.7	6.1	-0.4	-0.3
CCOC(=O)N1CCN(S(=O)(=O)N2CCCC(C(=O)NCCCN3CCCCC3CC)C2)CC1 (stereo unspecified)	2.5	-6.4	-3.2	8.5	4.2	-5.9	-3.5	0.4	0.0
Cc1cccc(-c2cc(N3CCCN(C)CC3)n3nccc3n2)c1	-9.2	-0.2	-2.6	-2.1	.	.	11.3	.	1.1
COc1ccc(Cc2c(-c3cccc(Cl)c3)nc3ccc(C)cn23)c(C)c1	-0.8	-4.6	-6.6	-2.0	.	.	-5.2	.	-1.2
O=C(CSCc1ccc(F)cc1)N1CCOCC1	-2.8	2.5	-2.0	-3.1	2.6	-4.2	-2.4	-1.2	-0.1
O=C(NCc1ccccc1)C(c1ccc(-c2ccccc2)cc1)n1c(=O)c(-c2ccco2)nc2ccccc21 (stereo unspecified)	6.1	4.8	13.3	-2.0	.	.	0.0	.	2.3
O=C(CSc1nnc(CNc2ccc(F)cc2)n1Cc1ccco1)N1CCOCC1	-8.2	-1.1	-5.1	0.6	-0.9	13.9	7.3	0.8	0.4
Cn1c(/C=C/N(Cc2ccccc2)c2ccccc2)c([N+](=O)[O-])c(=O)n(C)c1=O	2.7	-6.1	1.8	-4.3	1.3	43.9	-6.8	-1.4	-0.1
CCCn1c(SCCN2C(=O)c3ccccc3C2=O)n[nH]c1=O	-5.3	2.0	-0.9	-1.0	1.9	-5.5	5.7	-0.7	0.7
CN(CC(=O)NCC(=O)Nc1ccc(F)cc1)C1CCS(=O)(=O)C1 (stereo unspecified)	1.5	-0.3	2.0	0.6	-1.3	4.4	0.6	0.3	0.3
Cc1nnc(NC(=O)c2cc(S(=O)(=O)N3CCCCC3)ccc2Cl)s1	4.0	-0.2	-1.3	0.2	3.0	-8.2	-1.1	-0.1	0.7
COc1ccc(C(CNc2ccc(S(=O)(=O)N3CCCC3)cc2[N+](=O)[O-])N2CCCC2)cc1 (stereo unspecified)	-8.6	-5.1	-17.1	32.2*	8.0	4.0	12.9	-0.3	2.9
O=C(Nc1nc2c(Cl)cccc2s1)c1ccc([N+](=O)[O-])o1	-1.8	0.5	-0.2	5.8	-1.9	30.8	4.0	8.9	1.5
COc1ccc(NC(=O)CN2CCN(c3c(C)cc(C)cc3C)CC2)cc1	-1.3	-1.4	-6.5	6.8	2.8	6.7	4.0	-1.4	-0.1
Cc1cccc(OCC(=O)Nc2cccc(C(=O)Nc3ccccc3C(=O)O)c2)c1	15.7	4.3	13.2	-8.2	-1.4	35.7	5.8	2.4	-1.9
FC(F)(F)c1cc(CCN2CCNC[C@H]2Cc2cccc3ccccc23)cc(C(F)(F)F)c1	15.1	3.6	6.0	1.5	4.3	-16.8	8.8	12.4	3.1
CSc1cccc(NC(=O)C2CCN(S(=O)(=O)c3ccc4c(c3)NC(=O)CO4)CC2)c1	-5.6	-3.6	-2.4	9.1	1.0	-9.7	5.2	0.3	1.6
CCN(CC)c1ccc(/C=N/N2C(C)CCCC2C)c(O)c1 (stereo unspecified)	-4.0	-1.4	3.1	-9.2	1.0	-16.0	-3.4	-0.6	3.0
O=C1Nc2ccccc2C1=Nc1ccc(F)cc1	-2.3	1.2	0.4	4.6	-0.1	-0.5	7.7	-0.9	-0.2
CCc1noc(C)c1C(=O)N1CCCC(CCC(=O)NCc2ccc(F)c(F)c2)C1 (stereo unspecified)	-0.8	-1.9	5.2	1.9	-0.8	22.2	-1.6	0.0	1.5
O=C(NN1C(=O)c2ccccc2NC1c1ccco1)c1ccc(Br)cc1 (stereo unspecified)	-3.5	-4.1	-0.9	14.1	-3.6	3.3	-4.0	-2.1	-0.1
CCc1nc2ccc(C(=O)NCCCN(C)C)cn2c1N(C)Cc1ccc(OC)cc1	-7.4	-3.5	-0.9	-0.4	.	.	-6.5	.	0.5
CN(Cc1ccccc1)C(=O)c1nc[nH]c1C(=O)N1CCN(C(=O)OC(C)(C)C)CC1	2.9	-0.1	-1.6	7.3	-0.8	2.3	0.8	-0.8	2.1
Fc1cc(F)cc(NC(=S)NN2CCOCC2)c1	0.4	0.3	3.4	-4.2	3.0	-5.5	4.8	-0.3	1.1
CC(C)C(NC(=O)C1CCCCC1)C(=O)N1CCN(c2ccc(F)cc2)CC1 (stereo unspecified)	6.1	-1.7	-2.7	-1.2	5.9	9.2	-2.1	-0.4	-1.4
COc1ccc(N2CCN(CCCn3c(=S)[nH]c4ccccc4c3=O)CC2)cc1	-3.5	-0.9	1.8	-5.7	0.8	5.2	-8.7	-1.6	2.8
COc1ccccc1N1CCN(C(=O)c2ccc(NC3=NC4CS(=O)(=O)CC4S3)cc2)CC1 (stereo unspecified)	11.2	-0.7	-0.9	-3.1	1.7	-3.3	-10.1	4.9	-0.6
COc1ccccc1C(=O)NCC(=O)N/N=C/c1ccc([N+](=O)[O-])cc1	-7.0	-1.4	-6.9	1.6	0.8	13.6	4.3	-1.2	1.0
COc1ccc(NC(=O)c2csc3c2CCCC3)cc1	-3.2	-7.9	-3.4	4.0	1.0	23.1	7.6	-2.4	1.1
COc1ccc(-c2sc3ccccc3c2-c2ccc(O)cc2)cc1	-0.3	1.3	-11.8	7.8	6.0	6.7	8.9	-0.9	0.9
Cc1ccc(-c2cn3nc(-c4ccccc4)c(-c4ccccc4)nc3n2)cc1	-5.0	1.7	-1.2	5.6	4.1	-4.8	11.6	12.7	0.6

A second format for some results above:
Fields: CHRM4 PAM, CHRM5 agonist, CHRM5 PAM, CHRM5 antagonist, IDE cell inh, CRFR2-BP antag, M4 antag, CRFR2-BP ag, M4 ag
- CCc1nc2ccc(C(=O)NCCCN(C)C)cn2c1N(C)Cc1ccc(OC)cc1
→ -7.4, -3.5, -0.9, -0.4, ., ., -6.5, ., 0.5
- CN(Cc1ccccc1)C(=O)c1nc[nH]c1C(=O)N1CCN(C(=O)OC(C)(C)C)CC1
→ 2.9, -0.1, -1.6, 7.3, -0.8, 2.3, 0.8, -0.8, 2.1
- Fc1cc(F)cc(NC(=S)NN2CCOCC2)c1
→ 0.4, 0.3, 3.4, -4.2, 3.0, -5.5, 4.8, -0.3, 1.1
- CC(C)C(NC(=O)C1CCCCC1)C(=O)N1CCN(c2ccc(F)cc2)CC1 (stereo unspecified)
→ 6.1, -1.7, -2.7, -1.2, 5.9, 9.2, -2.1, -0.4, -1.4

Continuation.
Compound	CHRM4 PAM	CHRM5 agonist	CHRM5 PAM	CHRM5 antagonist	IDE cell inh	CRFR2-BP antag	M4 antag	CRFR2-BP ag	M4 ag
COc1cc(CNCc2ccccc2C(F)(F)F)cc(OC)c1	-2.2	4.5	-13.9	12.7	4.5	35.3	-0.9	-3.7	4.3
Cc1cccn2c(CNCC(C)Oc3cccnc3)c(C(=O)N3CCOCC3)nc12 (stereo unspecified)	-5.4	1.8	6.1	5.9	-1.1	-7.6	0.9	-0.2	1.2
Cc1cccc(C(=O)O/N=C2\CCSc3ccc(C)cc32)c1	9.7	0.5	7.1	-8.8	-4.9	4.9	-2.5	0.1	-1.0
Cc1ccoc1C(=O)Nc1ccc2ccccc2c1	0.1	-3.9	-3.9	11.3	-9.3	8.7	1.2	0.0	1.4
C/C(=N\OC(=O)NC(C)C)c1sc(-c2ccccc2)nc1C	13.9	-4.5	-1.2	0.1	7.3	-6.8	-3.3	2.6	1.9
CN(C)C(=S)Nc1ccc(Br)cc1Cl	-0.8	4.8	5.1	-5.0	-0.7	-13.4	-14.6	0.8	0.5
CCOC(=O)c1cnc2ccc(OC)cc2c1NCCN1CCOCC1	-4.5	2.1	3.6	-11.5	4.7	8.0	0.4	-0.8	0.0
CC(Sc1nc2ccccc2o1)C(=O)O (stereo unspecified)	16.3	-1.5	0.8	-1.4	-4.5	-1.2	-4.7	0.4	1.0
O=C1C2C3C=CC([C@@H]2C(=O)N1Cc1cccnc1)C31CC1 (stereo partly specified)	-1.6	-12.1	-6.3	-12.9	-5.6	-7.7	2.0	2.5	0.0
COc1ccc(CCN2C(=O)N[C@@H](C(C)C)C2=O)cc1	7.9	-4.1	-4.1	8.8	3.5	8.6	-8.7	-3.4	1.4
CCCC(=O)Nc1ccc(C(=O)NNC(=O)c2ccccc2Br)cc1	9.0	2.6	-1.6	3.0	-0.4	17.5	0.5	0.2	1.4
COc1ccc(-c2csc(N(CCCN(C)C)C(=O)c3cccs3)n2)cc1	-13.7	-4.4	-16.0	37.9*	2.6	-13.4	-1.9	-1.1	8.7
